From PubChem BioAssay
INS promoter inh – inhibitors of insulin promoter-driven GFP, primary screen, imaging, TRM-6 cells (human fetal islet line), eGFP reporter, cell count | AID 1273, 2008 | reporter expression induced with tamoxifen | actives 0.9% (n = 130,000) | inhibition, % at 2 µM;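 active = inhibition above the mean plus 3 SD, with well images judged a real hit on visual review, cut at about 60% in these data, passing the limit was not always enough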
sdo1 growth – growth rescue of sdo1-depleted yeast, primary screen, S. cerevisiae, bone marrow failure model; S. cerevisiae sdo1-depleted JHY4D growth rescue, OD600 30 h; stronger effect = higher value; pdr5 snq2 efflux-pump mutant strain; z-score at 10 µM; actives 0.21% (n = 140,000);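 active = z-score above 3 at both the 24 hr and the 30 hr optical density reads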;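 also: z-score against mean and SD of all compound wells on the same plate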
sdo1 growth Rescue 24 h – also measured in sdo1 growth; calls as there; z-score; S. cerevisiae sdo1-depleted JHY4D growth rescue, OD600; measured here: growth rescue at 24 h;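 0 is the plate mean of compound wells and units are plate SD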
* = called active by the depositor; [ ] = another dose, or the depositor's remark.

What do the screens show for `CCc1cccc(NS(=O)(=O)c2ccc3c(c2)oc(=O)n3C)c1`?
sdo1 growth: -0.17; sdo1 growth Rescue 24 h: 0.05

Results for CCOCCc1nnc(NC(=O)CN2C(=O)c3ccccc3C2=O)s1 ?
INS promoter inh: 69; sdo1 growth: 0.05; sdo1 growth Rescue 24 h: 0.18

How did CCOc1ccc(C(=O)CN2CCN(S(=O)(=O)c3ccc(OC)cc3)CC2)cc1 do in these assays?
INS promoter inh: 39; sdo1 growth: -0.17; sdo1 growth Rescue 24 h: -0.18

What do the screens show for `NC(=O)NCc1cccs1`?
INS promoter inh: 33

Results for O=S(=O)(N1CCCCC1)N1CCN(CC(O)COc2ccc3cc(Br)ccc3c2)CC1 (configuration not stated) ?
sdo1 growth: -0.98; sdo1 growth Rescue 24 h: -0.06

How did Cc1ccc(C(=O)Oc2cc(N)n(S(=O)(=O)c3ccc(C)cc3)n2)cc1 do in these assays?
INS promoter inh: 14

What do the screens show for `CCc1nc2sc3ccccc3c(=O)c2c(=O)n1Cc1ccco1`?
INS promoter inh: -4; sdo1 growth: -0.21; sdo1 growth Rescue 24 h: 0.32

What do the screens show for `COc1ccc(-n2nc(C(=O)NCC(=O)NCc3ccco3)c3ccccc3c2=O)c(OC)c1`?
INS promoter inh: 28; sdo1 growth: -0.47; sdo1 growth Rescue 24 h: -0.68

How did C=CCOc1c(CNc2cccc(C(=O)O)c2)cccc1OCC do in these assays?
INS promoter inh: -3; sdo1 growth: 0.14; sdo1 growth Rescue 24 h: -0.47

How did CSc1nc2ccccc2cc1/C=C(\C#N)c1ccccc1 do in these assays?
INS promoter inh: 28; sdo1 growth: 0.47; sdo1 growth Rescue 24 h: 1.6

How did O=C1CC(N2CCC(Cc3ccccc3)CC2)C(=O)N1CCc1ccccc1 (configuration not stated) do in these assays?
INS promoter inh: -16; sdo1 growth: -0.71; sdo1 growth Rescue 24 h: -1.4

What do the screens show for `CC(C)(C)NC(=O)C(c1cccs1)N(Cc1cccs1)C(=O)c1ccc(CN2CCOCC2)o1` (configuration not stated)?
INS promoter inh: -136

How did CCn1c(CCCNC(=O)c2ccc(F)cc2)nc2ccccc21 do in these assays?
sdo1 growth: 0.58; sdo1 growth Rescue 24 h: 0.33

What do the screens show for `CC(=O)c1ccc(OCC(=O)c2cc(C)n(-c3ccc4c(c3)OCO4)c2C)cc1`?
INS promoter inh: -26; sdo1 growth: -0.54; sdo1 growth Rescue 24 h: -0.24

Results for COc1cc(/C=C2\SC(N)=NC2=O)ccc1OCC(=O)Nc1ccc(C)cc1 ?
sdo1 growth: -0.06; sdo1 growth Rescue 24 h: 1

The closing 4 records of the section above lead into the next:
What do the screens show for `CC(C)(C)NC(=O)C(c1cccs1)N(Cc1cccs1)C(=O)c1ccc(CN2CCOCC2)o1` (configuration not stated)?
INS promoter inh: -136

How did CCn1c(CCCNC(=O)c2ccc(F)cc2)nc2ccccc21 do in these assays?
sdo1 growth: 0.58; sdo1 growth Rescue 24 h: 0.33

What do the screens show for `CC(=O)c1ccc(OCC(=O)c2cc(C)n(-c3ccc4c(c3)OCO4)c2C)cc1`?
INS promoter inh: -26; sdo1 growth: -0.54; sdo1 growth Rescue 24 h: -0.24

Results for COc1cc(/C=C2\SC(N)=NC2=O)ccc1OCC(=O)Nc1ccc(C)cc1 ?
sdo1 growth: -0.06; sdo1 growth Rescue 24 h: 1

How did CC(C)c1ccc(NC(=S)N(C)CCc2ccccn2)cc1 do in these assays?
INS promoter inh: -59

What do the screens show for `Cc1ccc(-c2ccccc2)n1-c1ccc(C(=O)O)cc1`?
INS promoter inh: 45; sdo1 growth: 0.66; sdo1 growth Rescue 24 h: 0.27

What do the screens show for `O=C(Cc1coc2ccc3ccccc3c12)N1CCN(c2ncccn2)CC1`?
sdo1 growth: -0.29; sdo1 growth Rescue 24 h: 0.33

What do the screens show for `Cc1cc(=O)oc(C)c1C(=O)Nc1ccc2nsnc2c1`?
sdo1 growth: 0.03; sdo1 growth Rescue 24 h: -0.2

What do the screens show for `COc1ccc(C(c2nnnn2CC2CCCO2)N2CCN(c3ccccc3)CC2)cc1` (configuration not stated)?
INS promoter inh: 10; sdo1 growth: 0.43; sdo1 growth Rescue 24 h: -0.14

How did O=C(NN1C(=O)C2C3c4ccccc4C(c4ccccc43)[C@@H]2C1=O)c1ccccc1 (some centres not stated) do in these assays?
sdo1 growth: 0.2; sdo1 growth Rescue 24 h: -0.46

What do the screens show for `Cc1cc(C)n2c(=O)c3ccc(Cl)cc3nc2c1C#N`?
INS promoter inh: -83

How did Cc1ccc2c(CN3CCN(S(=O)(=O)c4ccc5c(c4)OCCO5)CC3)cc(=O)oc2c1C do in these assays?
sdo1 growth: -0.7; sdo1 growth Rescue 24 h: -0.4

Results for O=C(CCCc1ccccc1)NCc1cccnc1 ?
sdo1 growth: 0.57; sdo1 growth Rescue 24 h: 0.63

Results for O=c1[nH]c(N2CCCCC2)nc2c1CCCC2 ?
INS promoter inh: 28; sdo1 growth: 1.2; sdo1 growth Rescue 24 h: 1

Results for O=C(COC(=O)CCc1ccc(S(=O)(=O)N2CCOCC2)cc1)Nc1ccc(Cl)cn1 ?
sdo1 growth: 0.19[8.6 µM]; sdo1 growth Rescue 24 h: -0.21

Results for Cn1c(SCC(=O)NC(=O)NCc2ccco2)nnc1-c1ccccc1 ?
INS promoter inh: 11; sdo1 growth: 0.74; sdo1 growth Rescue 24 h: 0.41

Results for CCn1cc(C(=O)NCc2ccco2)c(=O)c2cc(F)c(N3CCN(C(=O)c4ccco4)CC3)cc21 ?
sdo1 growth: 0.6; sdo1 growth Rescue 24 h: 0.49

How did COc1cccc(C2=NN(C(=O)c3ccccc3)C(O)(C(F)(F)F)C2)c1 (configuration not stated) do in these assays?
INS promoter inh: 11; sdo1 growth: -0.63; sdo1 growth Rescue 24 h: -0.7

What do the screens show for `Brc1ccccc1C1CC(c2ccccc2)=Nc2ccccc2N1` (configuration not stated)?
INS promoter inh: 10; sdo1 growth: -1.7; sdo1 growth Rescue 24 h: -1.4

What do the screens show for `CCc1noc(C)c1C(=O)Nc1nnc(C2CCCCC2)s1`?
INS promoter inh: -67

What do the screens show for `Cc1ccc(C)c(N(C(=O)c2snc(C(N)=O)c2N)C(C(=O)NCC2CCCO2)c2cccs2)c1` (configuration not stated)?
INS promoter inh: -123

What do the screens show for `Cn1c(=O)c2c(O)cc(=O)n(-c3ccccc3)c2n(C)c1=O`?
INS promoter inh: 0; sdo1 growth: 0.74; sdo1 growth Rescue 24 h: 0.12

What do the screens show for `CN1CCN(C(=O)CCn2nc(-c3ccccc3)c3ccccc3c2=O)CC1`?
INS promoter inh: 29; sdo1 growth: 1.5; sdo1 growth Rescue 24 h: 2.1

What do the screens show for `COC(=O)c1sc(NC(=O)CSc2nc3cccnc3n2C2CCCCC2)nc1C`?
sdo1 growth: 0.78; sdo1 growth Rescue 24 h: 0.86

Results for O=C(CSc1nnnn1C1CCCCC1)Nc1ccc2c(c1)OCO2 ?
INS promoter inh: 17; sdo1 growth: 0.4; sdo1 growth Rescue 24 h: 0.68

How did Cc1ccc(S(=O)(=O)N2CCOCC2)cc1C(=O)NC1CCCCC1 do in these assays?
INS promoter inh: -52; sdo1 growth: 0.36; sdo1 growth Rescue 24 h: 0.5

Results for Fc1ccc(-n2c(Cc3cccs3)n[nH]c2=S)cc1Cl ?
INS promoter inh: -76

Results for Cc1ccc(-c2cn(-c3ccccc3)c(SCC(=O)NC3CCS(=O)(=O)C3)n2)cc1C (configuration not stated) ?
INS promoter inh: -24; sdo1 growth: -0.58; sdo1 growth Rescue 24 h: -0.53

What do the screens show for `Cc1ccnc(NS(=O)(=O)c2ccc(NC(=O)c3ccc(Br)o3)cc2)n1`?
INS promoter inh: 6

What do the screens show for `CC(=O)c1cccc(NC(=O)CN2C(=O)COc3ccc(Cl)cc32)c1`?
INS promoter inh: 48; sdo1 growth: 1.3; sdo1 growth Rescue 24 h: 1.5

What do the screens show for `CCOP(=O)(OCC)C(C)(C)NC(=O)c1cc([N+](=O)[O-])cc([N+](=O)[O-])c1`?
INS promoter inh: 0; sdo1 growth: 0.81; sdo1 growth Rescue 24 h: 0.62

How did N#Cc1nc(-c2ccco2)oc1N1CCC(Cc2ccccc2)CC1 do in these assays?
INS promoter inh: -3; sdo1 growth: -1.5; sdo1 growth Rescue 24 h: -1.3

What do the screens show for `CCOc1ccc(C2/C(=C(/O)c3ccc(OC)cc3)C(=O)C(=O)N2c2cc(C)on2)cc1OC` (configuration not stated)?
INS promoter inh: -8; sdo1 growth: -0.17; sdo1 growth Rescue 24 h: -1.3

Results for COc1ccc(-n2c(SCC(=O)N3CCOCC3)nc(O)c(Cc3ccccc3)c2=O)cc1 ?
INS promoter inh: -57; sdo1 growth: 0.67; sdo1 growth Rescue 24 h: -0.17

Molecules from the list above containing an aryl methoxy group (7):
How did CCOc1ccc(C(=O)CN2CCN(S(=O)(=O)c3ccc(OC)cc3)CC2)cc1 do in these assays?
INS promoter inh: 39; sdo1 growth: -0.17; sdo1 growth Rescue 24 h: -0.18

What do the screens show for `COc1ccc(-n2nc(C(=O)NCC(=O)NCc3ccco3)c3ccccc3c2=O)c(OC)c1`?
INS promoter inh: 28; sdo1 growth: -0.47; sdo1 growth Rescue 24 h: -0.68

Results for COc1cc(/C=C2\SC(N)=NC2=O)ccc1OCC(=O)Nc1ccc(C)cc1 ?
sdo1 growth: -0.06; sdo1 growth Rescue 24 h: 1

What do the screens show for `COc1ccc(C(c2nnnn2CC2CCCO2)N2CCN(c3ccccc3)CC2)cc1` (configuration not stated)?
INS promoter inh: 10; sdo1 growth: 0.43; sdo1 growth Rescue 24 h: -0.14

How did COc1cccc(C2=NN(C(=O)c3ccccc3)C(O)(C(F)(F)F)C2)c1 (configuration not stated) do in these assays?
INS promoter inh: 11; sdo1 growth: -0.63; sdo1 growth Rescue 24 h: -0.7

What do the screens show for `CCOc1ccc(C2/C(=C(/O)c3ccc(OC)cc3)C(=O)C(=O)N2c2cc(C)on2)cc1OC` (configuration not stated)?
INS promoter inh: -8; sdo1 growth: -0.17; sdo1 growth Rescue 24 h: -1.3

Results for COc1ccc(-n2c(SCC(=O)N3CCOCC3)nc(O)c(Cc3ccccc3)c2=O)cc1 ?
INS promoter inh: -57; sdo1 growth: 0.67; sdo1 growth Rescue 24 h: -0.17

(further entries)
What do the screens show for `Nc1nonc1C(=O)NCCNCc1ccccc1OCc1ccc(F)cc1`?
INS promoter inh: -65; sdo1 growth: 0.58; sdo1 growth Rescue 24 h: -0.32

How did N#Cc1sc2nc(-c3ccccc3)cc(C(F)(F)F)c2c1N do in these assays?
INS promoter inh: -100

What do the screens show for `Cn1c(=O)c(Cc2ccccc2)c(O)c2ccccc21`?
INS promoter inh: 21; sdo1 growth: -1.4; sdo1 growth Rescue 24 h: -1.2

How did O=C(Nc1ccccc1)/C(=C\c1cccs1)NC(=O)c1ccccc1 do in these assays?
INS promoter inh: 7; sdo1 growth: 0.27; sdo1 growth Rescue 24 h: 0.13

What do the screens show for `CC1CC(C)CN(c2ccc(-n3cnnn3)cc2[N+](=O)[O-])C1` (configuration not stated)?
INS promoter inh: 38; sdo1 growth: -1.7; sdo1 growth Rescue 24 h: -1

How did CCOC(=O)N1CCN(/C=C(\C#N)c2nc3ccccc3s2)CC1 do in these assays?
INS promoter inh: -7; sdo1 growth: -0.77; sdo1 growth Rescue 24 h: -0.78

Results for O=C(COC(=O)/C=C/c1cccc(Br)c1)NCCC1=CCCCC1 ?
INS promoter inh: -57; sdo1 growth: -0.22; sdo1 growth Rescue 24 h: 0.6

How did COc1cc(CNCc2ccccn2)ccc1OCc1ccccc1Cl do in these assays?
sdo1 growth: -0.09; sdo1 growth Rescue 24 h: 0.07

How did CC(NC(=O)COC(=O)c1cc(=O)[nH]c2ccccc12)c1ccccc1 (configuration not stated) do in these assays?
INS promoter inh: -14

What do the screens show for `Cc1ccc2c(CSc3nc4ccccc4c(=O)n3CCCO)cc(=O)oc2c1C`?
INS promoter inh: 14; sdo1 growth: -0.57; sdo1 growth Rescue 24 h: -0.09

What do the screens show for `Cc1occc1-c1nnc(SCC(=O)NC2CCCC2)n1-c1ccccc1`?
INS promoter inh: 25; sdo1 growth: 0.4; sdo1 growth Rescue 24 h: 0.53

How did CC(C)(C)C1CCC2(CC1)C(C#N)=C(SCC(=O)NC1CCCCC1)NC(=O)C2C#N (configuration not stated) do in these assays?
INS promoter inh: 23; sdo1 growth: -1.4; sdo1 growth Rescue 24 h: -1.3

How did Cc1nc(NC(=O)C23CCC(C)(C(=O)O2)C3(C)C)sc1C (configuration not stated) do in these assays?
INS promoter inh: 33; sdo1 growth: -0.62; sdo1 growth Rescue 24 h: 0.38

Results for Cn1c(SCC(=O)Nc2ccc(F)cc2F)nnc1-c1cccnc1 ?
INS promoter inh: 29; sdo1 growth: -0.16; sdo1 growth Rescue 24 h: -0.76

What do the screens show for `Cc1[nH]c2ccccc2c1/C=C/c1cc[n+](C)cc1`?
INS promoter inh: -32; sdo1 growth: 0.25; sdo1 growth Rescue 24 h: -0.69

Results for O=S(=O)(c1cccc(-c2nnco2)c1)N1CCCC1 ?
INS promoter inh: 62; sdo1 growth: 0.32; sdo1 growth Rescue 24 h: -0.06

An excerpt; count on the stated rates, not on these rows.
